Bioassay records (PubChem BioAssay)
KLK5 inh = inhibitors of human kallikrein 5 | 0.59% of 210,000 active | inhibition, % at 5 µM | recombinant hK5, fluorogenic AMC substrate cleavage | Q9Y337;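 active means inhibition of 40% or more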;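 further: 0% = enzyme controls without compound and 100% = no-enzyme blanks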
Target sequence (Q9Y337 67-293 limits assumed): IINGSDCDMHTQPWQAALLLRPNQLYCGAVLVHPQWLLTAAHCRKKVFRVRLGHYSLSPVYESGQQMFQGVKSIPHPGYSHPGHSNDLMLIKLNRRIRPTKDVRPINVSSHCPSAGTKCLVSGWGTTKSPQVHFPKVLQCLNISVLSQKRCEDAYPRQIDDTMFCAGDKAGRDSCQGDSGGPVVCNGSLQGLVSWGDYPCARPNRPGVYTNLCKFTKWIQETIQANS
Runt-SMMHC FRET = inhibitors of human RUNX1 Runt domain binding to CBFb-SMMHC; Q01196+Q13951; Cerulean-Runt/Venus-CBFb-SMMHC FRET ratio 530/480, 1 h; inhibition, % at 20 µM; 0.74% of 220,000 active;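 active means mean inhibition across duplicate retests at 20 µM reaching about 50%, limit read from the data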;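 further: 0% = DMSO wells and 100% = wells with excess untagged CBFb-SMMHC; inhibitors lower the FRET ratio by blocking Runt binding to CBFb-SMMHC; some results filed as inactive read as strong as hits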
Target sequence (Q01196 whole entry, looked up, the tested form may be a part): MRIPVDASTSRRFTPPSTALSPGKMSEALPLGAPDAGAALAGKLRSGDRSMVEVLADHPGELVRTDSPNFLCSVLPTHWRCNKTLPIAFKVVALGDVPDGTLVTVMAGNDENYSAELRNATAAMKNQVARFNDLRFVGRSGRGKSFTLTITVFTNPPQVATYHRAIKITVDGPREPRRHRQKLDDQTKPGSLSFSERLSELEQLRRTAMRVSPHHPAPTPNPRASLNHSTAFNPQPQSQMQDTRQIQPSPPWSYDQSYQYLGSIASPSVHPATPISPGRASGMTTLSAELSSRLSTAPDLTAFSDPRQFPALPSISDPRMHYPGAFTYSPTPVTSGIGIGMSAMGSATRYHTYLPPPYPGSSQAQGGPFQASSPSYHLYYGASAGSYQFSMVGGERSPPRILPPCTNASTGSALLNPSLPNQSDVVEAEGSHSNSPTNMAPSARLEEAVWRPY
Target sequence (Q13951 whole entry, looked up, the tested form may be a part): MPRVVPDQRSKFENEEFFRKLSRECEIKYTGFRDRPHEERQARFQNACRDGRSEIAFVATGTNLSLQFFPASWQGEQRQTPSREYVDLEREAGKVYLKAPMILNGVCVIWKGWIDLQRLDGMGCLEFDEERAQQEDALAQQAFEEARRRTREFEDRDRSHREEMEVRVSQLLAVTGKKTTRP
Hck-Nef inh = human Hck-Nef kinase inhibition. Recombinant Hck-YEEI plus Nef, Z-Lyte FRET kinase assay. inhibition, % at 20 µM. 0.68% of 220,000 active. AID 463187;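 active means Hck-Nef kinase inhibition above about 50%, limit read from the data; inactive means inhibition below that limit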;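 further: 0% = DMSO with Hck plus Nef and 100% = Hck alone without Nef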
FXIa inh 1536 = inhibitors of human coagulation factor XIa. P03951. purified FXIa, Boc-Glu-Ala-Arg-AMC fluorogenic substrate. inhibition, % at 5 µM. 0.14% of 220,000 active. AID 798;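 active means inhibition of at least 40%; inactive means inhibition below 40%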;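 further: fluorescence of freed AMC excited at 355 nm; 0% = enzyme without compound and 100% = no enzyme blank; many of its hits are not listed in these tables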
14-3-3 Bad inh = disrupts binding of bovine 14-3-3 zeta to phospho-Bad peptide; inhibition, % at 21.7 µM; TR-FRET 14-3-3zeta/Dy647-pBad peptide displacement, 1 h; 0.71% of 220,000 active;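 active means inhibition above about 70%, limit read from the data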;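 further: 0% = full 14-3-3 plus peptide FRET controls and 100% = background without 14-3-3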
Runt-CBFb FRET = Runt domain-CBFb interaction inhibition. Cerulean-Runt/Venus-CBFb FRET ratio 530/480, 1 h. Q01196+Q13951. inhibition, % at 20 µM. 0.46% of 220,000 active;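 active means inhibition over about 50% at 20 µM in the single-dose screen, limit read from the data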;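 further: 0% = DMSO wells and 100% = excess unlabeled CBFb competitor control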
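test system = Cerulean-tagged RUNX1 Runt domain (FRET donor) fusion protein | reagent = Venus-CBFb binding partner, 100 nM | incubation = protein complex preformed 1 h, compound exposure 1 h, room temperature, dark | detection = FRET fluorescence | read-out basis = loss of energy transfer signal | controls = 5 µM unlabeled CBFb as full-inhibition high control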
thrombin 1536 = inhibitors of human thrombin. P00734. alpha-thrombin, Boc-VPR-AMC fluorogenic substrate cleavage. inhibition, % at 5 µM. 0.26% of 220,000 active;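 active means inhibition at or above 40%; inactive means inhibition below 40%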;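 further: 0% = enzyme with no compound and 100% = wells without enzyme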
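System – human alpha-thrombin · Medium – pH 7.5 Tris (50 mM) with NaCl 150 mM, Tween 20 0.05% · Compound – single-point dosing at 5 µM, 0.2% DMSO · Incubation – enzyme reaction carried out at room temperature · Technique – fluorescence of released AMC, ex 355 nm, em 460 nm · Read-out basis – % inhibition of thrombin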
FXIIa inh 1536 = blocks human coagulation factor XIIa protease activity | P00748 | purified FXIIa, Boc-QGR-AMC fluorogenic substrate, 2 h | inhibition, % at 5 µM | 0.3% of 220,000 active | AID 800; in the data active means inhibition above about 40%;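 further: 0% = enzyme with no compound and 100% = blank without enzyme; many of its hits are not listed in these tables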
Wee1 stabilizer = blocks degradation of human Wee1 kinase | AID 1321 | reporter increase, % at 5 µM | HeLa Luc-Wee1K328M stability, luciferase luminescence; 100% = proteasome inhibitor MG132 effect | 1.2% of 220,000 active;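 active means activation above the mean of all tested compounds plus 3 SD, set per screening run, cut at about 8.8% in these data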;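 further: cells exposed to compound for 20 h before luminescence read; 0% = DMSO alone and 100% = MG132 at 30 µM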
* = called active by the depositor; . = no result given; [ ] = dose if it differs, or a comment.

SMILES | KLK5 inh | Runt-SMMHC FRET | Hck-Nef inh | FXIa inh 1536 | 14-3-3 Bad inh | Runt-CBFb FRET | thrombin 1536 | FXIIa inh 1536 | Wee1 stabilizer
CCOc1cc(/C=C2/SC(=S)N(CC3CCCO3)C2=O)ccc1O (stereo not given) | . | -73 | 11 | 4 | -6 | -26 | 3 | 16 | 0
Cc1cc(=O)[nH]c(-n2ncc(C#N)c2N)n1 | -4 | 1 | -18 | -4 | -13 | 2 | -8 | 2 | -4
COc1ccc(C(=O)/C=C/C(=O)N(CC(=O)NCCC(C)C)Cc2cccs2)c(O)c1 | 11 | 1 | 21 | -3 | 2 | 3 | 3 | 7 | -3
NC(=O)Cn1cnc2nc3n(c2c1=O)CCC3 | -7 | 0 | 18 | -2 | -18 | 2 | 2 | 4 | -1
CCCCn1c(CNC(C)=O)nc2ccccc21 | -2 | -1 | -5 | 5 | 1 | 2 | -4 | 14 | 2
Cc1ccc(-c2cc(N)n(Cc3ccc(Cl)cc3)n2)cc1 | -11 | -2 | 0 | 1 | -3 | . | 1 | 7 | -3
O=C(O)c1ccc(-n2ncc3c2/C(=C/c2cccc([N+](=O)[O-])c2)CC3)cc1 | 7 | -8 | 42 | 2 | -2 | -1 | -5 | 9 | 1
Cc1nc2cc(NC(=O)N3CC4(C)CC3CC(C)(C)C4)ccc2n1C (stereo not given) | -10 | -1 | -1 | 1 | 5[fluorescence artefact?] | 2 | 0 | 5 | -1
Cc1cc(S(=O)(=O)N2CCCC2)c(C)s1 | 4 | -2 | 0 | 14 | -2 | 2 | 2 | 26 | -2
Cc1sc(NC(=O)c2ccco2)c(CN2CCCCC2)c1C | -3 | 0 | -1 | 3 | -6 | -1 | -12 | -2 | 0
O=C(NNC(=O)c1cc(O)c(O)c(O)c1)NC1CCCCC1 | -60 | 66 | -1 | 2 | 4[fluorescence artefact?] | 55* | -5 | 6 | 0
O=C(Cc1ccccc1)Nc1c(C(=O)N2CCOCC2)cnn1-c1ccccc1 | -27 | -2 | -1 | 6 | -15[fluorescence artefact?] | -1 | -6 | 2 | 0
Cc1ccc(-c2nc(CSCC(=O)N3CCCC3)c(C)o2)cc1 | -7 | 3 | 5 | -2 | 0 | -1 | -3 | 8 | 1
Cc1cc(C)c(S(=O)(=O)NCC2CCC(C(=O)NCCCN3CCOCC3)CC2)c(C)c1 (stereo not given) | -17 | 3 | -1 | 12 | -8 | -2 | 5 | 21 | 0
Clc1ccc(-c2nnc(-c3ccc(Br)o3)o2)c(Cl)c1 | 6 | 0 | 2 | 1 | 0 | -3 | 0 | 9 | 1

Eleven entries from above, tab-delimited.
structure	KLK5 inh	Runt-SMMHC FRET	Hck-Nef inh	FXIa inh 1536	14-3-3 Bad inh	Runt-CBFb FRET	thrombin 1536	FXIIa inh 1536	Wee1 stabilizer
Cc1cc(=O)[nH]c(-n2ncc(C#N)c2N)n1	-4	1	-18	-4	-13	2	-8	2	-4
COc1ccc(C(=O)/C=C/C(=O)N(CC(=O)NCCC(C)C)Cc2cccs2)c(O)c1	11	1	21	-3	2	3	3	7	-3
NC(=O)Cn1cnc2nc3n(c2c1=O)CCC3	-7	0	18	-2	-18	2	2	4	-1
CCCCn1c(CNC(C)=O)nc2ccccc21	-2	-1	-5	5	1	2	-4	14	2
Cc1ccc(-c2cc(N)n(Cc3ccc(Cl)cc3)n2)cc1	-11	-2	0	1	-3	.	1	7	-3
O=C(O)c1ccc(-n2ncc3c2/C(=C/c2cccc([N+](=O)[O-])c2)CC3)cc1	7	-8	42	2	-2	-1	-5	9	1
Cc1nc2cc(NC(=O)N3CC4(C)CC3CC(C)(C)C4)ccc2n1C (stereo not given)	-10	-1	-1	1	5[fluorescence artefact?]	2	0	5	-1
Cc1cc(S(=O)(=O)N2CCCC2)c(C)s1	4	-2	0	14	-2	2	2	26	-2
Cc1sc(NC(=O)c2ccco2)c(CN2CCCCC2)c1C	-3	0	-1	3	-6	-1	-12	-2	0
O=C(NNC(=O)c1cc(O)c(O)c(O)c1)NC1CCCCC1	-60	66	-1	2	4[fluorescence artefact?]	55*	-5	6	0
O=C(Cc1ccccc1)Nc1c(C(=O)N2CCOCC2)cnn1-c1ccccc1	-27	-2	-1	6	-15[fluorescence artefact?]	-1	-6	2	0

(next part)
SMILES | KLK5 inh | Runt-SMMHC FRET | Hck-Nef inh | FXIa inh 1536 | 14-3-3 Bad inh | Runt-CBFb FRET | thrombin 1536 | FXIIa inh 1536 | Wee1 stabilizer
CCC(CC)NCC(O)COc1ccc(Br)cc1 (stereo not given) | 3 | -7 | 12 | 17 | 17 | -1 | 4 | 13 | 1
Cc1cc(NC(=O)CSc2nnc(C)c(=O)n2N)no1 | 18 | 2 | 16 | 3 | -4 | 1 | 1 | 12 | -2
Clc1ccc(CO/N=C2\CCCc3nonc32)c(Cl)c1 | -6 | 3 | 0 | 25 | -5[fluorescence artefact?] | -1 | 1 | 10 | 4
CNC(=O)CCn1nc(-c2ccc(Cl)cc2)c2ccccc2c1=O | 4 | -4 | -4 | 6 | 1 | 0 | -1 | 11 | -2
CC(=O)c1cc(F)ccc1OCC(=O)N1CCN(c2ccc(F)cc2)CC1 | -3 | 1 | 20 | 0 | 0 | 0 | 3 | 4 | 0
O=S(=O)(Oc1ccc(Cl)cc1)c1cccc2cccnc12 | 0 | 1 | 9 | 2 | -11 | -2 | -3 | 7 | -3
Cc1ccc(/C=C2/Sc3ccccc3N(CC(=O)NCCCOC(C)C)C2=O)cc1 | -12 | -4 | -1 | 5 | -8 | -2 | -5 | 2 | 0
Cc1n[nH]c(C)c1S(=O)(=O)N1CCCC(C(=O)NCC2COc3ccccc3O2)C1 (stereo not given) | -7 | -4 | -1 | -3 | 7 | -1 | -2 | 6 | 3
CCO[C@H]1OC(C(=O)NCc2ccccc2)=C[C@@H](c2ccc(C(F)(F)F)cc2)[C@@H]1CCCO | 6 | -34 | -14 | 1 | 0 | -9 | -1 | 10 | 1
CCCc1cc(=O)oc2c(C)c3occ(C)c3cc12 | -13 | 2 | -5 | -5 | 5 | -6 | -9 | 2 | 0
CSCCC(NC(=O)c1ccc([N+](=O)[O-])cc1Cl)C(=O)OCC(=O)C12CC3CC(CC(C3)C1)C2 (stereo not given) | -16 | 4 | 1 | 9 | -9[fluorescence artefact?] | -1 | -2 | 12 | 0
COc1ccc(OC)c(CCNC(=O)Cn2cccc2C(=O)c2ccccc2C)c1 | -5 | 0 | 20 | -7 | -10 | -2 | 1 | 0 | 1
O=C(COc1ccc(Br)cc1)OCc1nnc(-c2ccccc2)o1 | -3 | 0 | 0 | 5 | -4 | -3 | 5 | 17 | -2
Cc1cc(NC(=O)CSc2nnc(COc3ccccc3)o2)no1 | -14 | 6 | -7 | 19 | 7 | 2 | 1 | 23 | -2
Cc1ccc(NC(=O)CSc2nc(N)c(-c3ccccc3)c(=O)[nH]2)cc1Cl | . | 7 | 13 | 0 | 8 | 0 | -2 | 10 | 0
O=C(c1ccco1)N1CCN(Cc2ccc(Cl)cc2)CC1 | 6 | 2 | -1 | 2 | 78* | -2 | 0 | 15 | 5
CCOC(=O)Nc1nn(-c2ccc(C)cc2)c(=O)c(C#N)c1C | -12 | -3 | 18 | -4 | -9 | -1 | 0 | 0 | 2
COc1cccc(OCCCN2CCN(S(=O)(=O)c3ccc(NC(C)=O)cc3)CC2)c1 | -1 | 0 | 1 | 5 | -7 | -2 | 0 | 15 | 4
O=C(Cc1cccc(C(F)(F)F)c1)NCc1ccc(Cl)cc1 | -1 | 1 | 3 | 0 | -5 | 1 | 0 | 9 | 2
O=C(N1CCCCC1)N1CCN(C(=O)N(c2ccccc2)c2ccccc2)CC1 | 4 | -4 | -1 | 16 | 3 | -2 | 4 | 10 | 6
O=S(=O)(Nc1ccc(N2CCCCC2)cc1)c1ccccc1F | 30 | -1 | -10 | 33 | -6 | 7 | 40 | 30 | -2
O=C(CCc1ccccc1)NC(=S)Nc1ccc2c(c1)C(=O)OC2 | -28 | 0 | -10 | -6 | -4 | 1 | -5 | -9 | 1
N/C(=N\N=C/c1ccc(Br)cc1)N/N=C\c1ccc(Br)cc1 | . | -12 | 13 | 1 | 0 | -20 | 2 | 12 | 6
CCCCNC(=O)CSc1nc2ccccc2n1S(=O)(=O)c1ccc(Cl)cc1 | -10 | -1 | 0 | -1 | -1 | 2 | 2 | 11 | 1
CC(=O)Cn1c(CN2CCCCC2)nc2ccccc2c1=O | 1 | -5 | 11 | -4 | -7 | -1 | -5 | 6 | -3
CCOC(=O)c1oc2ccc(Cl)cc2c1NC(C)=O | -3 | 3 | -12 | -1 | -4 | -1 | 0 | 6 | -2
O=C(/C=C/c1ccco1)NC(=S)Nc1cccc([N+](=O)[O-])c1 | -8 | -3 | 16 | 3 | 15 | 16 | -15 | 10 | 1
CCOC(=O)Cc1cc(=O)n2[nH]c(C)c(-c3ccc(Cl)cc3)c2n1 | -111 | -3 | 3 | 0 | -2 | -10 | 0 | 3 | 2
CN1CCN(c2ccc(NC(=O)c3ccccc3Br)cc2)CC1 | -136 | -3 | 3 | -13 | 0 | 1 | 3 | 6 | 0
COc1cc2c(cc1O)[C@@H]1Cc3cc(OC)c(OC)cc3C(C2)N1C | -2 | 0 | 18 | -3 | -8 | 4 | -7 | 4 | .
COC(=O)c1cc(NC(=O)CC2SC(=Nc3ccccc3)N(CCc3c[nH]c4ccccc34)C2=O)cc(C(=O)OC)c1 (stereo not given) | -1 | 2 | 1 | -7 | 5 | -4 | -8 | 4 | 1
Cc1nc2sc(C(c3ccco3)N3CCN(c4cccc(Cl)c4)CC3)c(O)n2n1 (stereo not given) | -11 | 3 | 14 | 11 | -11 | 10 | -1 | 17 | -3
COc1ccc(C(=O)Nc2c(N)nc(SCC(=O)N3CCCCCC3)[nH]c2=O)cc1OC | -8 | 2 | -4 | -2 | 2[fluorescence artefact?] | -2 | -6 | 4 | -3
Cc1noc(C)c1COC(=O)CCc1nc2ccccc2s1 | -1 | -3 | 4 | 7 | 9 | -1 | -3 | 14 | -4
CCc1ccc(Oc2nc([N+](=O)[O-])nn2C)cc1 | -6 | -2 | 6 | -4 | -4 | 0 | -3 | 2 | -2
COc1cc(C(=O)N[C@H](C(=O)NC(C)C23CC4CC(CC(C4)C2)C3)C(C)C)cc(OC)c1OC (stereo not given in full) | -1 | -4 | 2 | -2 | -1 | -8 | -23 | -4 | -3
CCCCc1cc(=O)oc2cc(O)cc(O)c12 | . | 61* | -41 | -5 | 1 | 35 | -10 | 0 | -2
C=CCn1c(=N)n(CC(=O)OCC)c2ccccc21 | 3 | 5 | -1 | 4 | 6 | -1 | -17 | -2 | 0
COc1cccc(CNC(=O)CCSCc2ccccc2F)c1 | -16 | 5 | 5 | -2 | -8 | -1 | 5 | 11 | -1
